# Dengue inhibitors: Dengue virus cytopathic effect inhibitors, cell-based, CPE readout, HTS (AID 540333). CPE inhibition, % at 20 µM. Dengue virus CPE inhibition in host cells; active compounds read high. hit rate 3.1% among 10,000; in the data active = CPE inhibition mostly above about 9.1%, no sharp cut-off; inactive = mostly below about 7.2%
# Starred values were filed as active, the others as inactive; i = inactive.
SMILES,Dengue inhibitors
CCCOc1ccc(C(=O)NCC(c2ccco2)N(C)C)cc1 (stereo not drawn),i
CCOC(=O)c1c(NC(=O)C2C3C=CC(CC3)C2C(=O)O)sc(C)c1CC (stereo not drawn),i
O=C(COC(=O)Cc1c[nH]c2ccccc12)Nc1cccc2ccccc12,0.6
Cc1ccc(C(=O)NCC(=O)NCC(=O)OCC(=O)c2ccc(Br)cc2)cc1,0.3
COc1ccc(N=C2SC(CC(=O)Nc3ccccc3OC)C(=O)N2Cc2ccco2)cc1 (stereo not drawn),1.9
CC1=CC(=C(C#N)C#N)C=C(C)N1CCN1CCN(C(=O)Nc2ccc(Cl)c(Cl)c2)CC1,1.6
COc1ccc(NC(=S)N2CCC(N(C)CC3CCCO3)CC2)cc1Cl (stereo not drawn),i
COC(=O)c1ccc2nc(NC(=O)COC(=O)CSc3nc(C)cc(C)n3)sc2c1,i
CC1CCN(S(=O)(=O)N2CCC(C(=O)O)CC2)CC1,i
NC(N)=NC(N)=Nc1ccc(SC(F)(F)F)cc1,1.0
COc1cc(NC(=S)NCc2ccco2)cc(OC)c1OC,0.1
Cc1ccc(C2=CC(c3ccc(C)cc3)n3ncnc3N2)cc1 (stereo not drawn),1.4
O=C(COC(=O)c1cccc2ccccc12)NCCCc1ccccc1,0.0
CC(C)(C)NC(=O)C(=O)NCCC1=CCCCC1,0.6
CC(=O)c1ccc(N(C(=O)Cn2nnc(-c3ccccc3)n2)C(C(=O)NC2CCCCC2)c2ccccn2)cc1 (stereo not drawn),4.3
COc1cc(/C=C(\C#N)C(=O)Nc2cccc3ncccc23)cc(OC)c1OC,i
COc1cc(/C=C/C(=O)N2CCCc3ccccc32)cc(OC)c1OC,i
COc1ccc(C(=O)NC(=S)Nc2ccccc2F)cc1,0.5
O=C(O)c1cc(N/N=C2/CC(c3ccccc3)Oc3ccccc32)ccc1Cl (stereo not drawn),0.5
O=C(CCSc1ccccc1)NCCSCc1ccccc1,0.0
CCN(CC(=O)Nc1ccc(NC(C)=O)cc1)C(=O)/C=C/c1cccs1,0.1
NNC(=O)c1cc2ccccc2cc1O,0.8
CCOc1ccc(NC(=O)CCSc2ccc(C)cc2)cc1,1.3
CN(CC(=O)Nc1ccccc1Cl)C(=O)CSc1nc2ccccc2s1,i
O=C(NCCc1ccccc1)c1cccc([N+](=O)[O-])c1,0.2
# (next part)
SMILES,Dengue inhibitors
Cn1c(=O)c2c(ncn2CC(=O)N/N=C/C=C/c2ccccc2)n(C)c1=O,0.9
COc1ccc2c(c1)[C@H]1[C@H](CO2)[C@H](c2ccccc2)[C@]2(C)C(=O)Nc3cc(Cl)ccc3C(=O)N12,11
COc1ccc(/C=C(\NC(=O)/C=C/c2ccco2)C(=O)NCCc2nc3ccccc3[nH]2)cc1,i
C[C@@H]1CCC[C@]2(O[C@@H](CCO)C[C@H](O)[C@H]2O)O1,i
COc1ccc(/C=N/OC/C(O)=C(\C#N)c2nc3ccccc3[nH]2)cc1OC,i
CCOC(=O)Cc1c(Sc2ccccc2)c2cc(C)ccc2n1C,3.3
Oc1ccccc1CN1CCC(C(O)(c2ccccc2)c2ccccc2)CC1,6.2
COc1ccccc1Nc1cc(C)nc2c(C)ccc([N+](=O)[O-])c12,0.4
COc1ccc(CCNC(=O)c2ccc(CN3CCC(Cc4ccccc4)CC3)cc2)cc1,1.6
COc1ccc([C@H]2CC(=O)C=C(c3ccccc3)C2)cc1,3.1
Cc1ccc(S(=O)(=O)Cn2nnnc2C(CC(C)C)N2CCN(C(=O)c3ccco3)CC2)cc1 (stereo not drawn),0.3
COc1cccc2c(=O)cn[nH]c12,0.0
COCCn1c(SCC(=O)Nc2ccc(C)cc2)nc2c(oc3ccccc32)c1=O,3.7
Cc1cc(C(=O)NNC(=S)NC(C)c2ccccc2)cs1 (stereo not drawn),0.1
COc1cccc(NC(=O)c2ccc(NC(=O)C(C)(C)C)cc2)c1,i
Cc1ccc(Nc2nc3ccccc3c(=O)s2)cc1C,i
O=C(c1cccc(NS(=O)(=O)c2ccc(F)c(F)c2)c1)N1CCN(C(c2ccccc2)c2ccccc2)CC1,39*
Cc1ccnc2nc(C(=O)OCC(=O)NCCc3ccccc3)nn12,0.1
CCOC(=O)Cc1csc(/N=C/c2c(O)n(-c3ccc(C)c(C)c3)c(=O)c3ccccc23)n1,1.5
O=C(OCc1cc(=O)n2cc(Br)ccc2n1)c1ccc(Cl)c(S(=O)(=O)NCc2ccccc2)c1,2.3
Cc1cc(C(=O)COc2ccccc2[N+](=O)[O-])c(C)n1-c1cccc(S(=O)(=O)N2CCOCC2)c1,0.0
COC(=O)c1ccc2[nH]c(CO)c(-c3ccccc3)c2c1,i
Cc1ccc(C(=O)NNC(=O)c2cccc(S(=O)(=O)N3CCN(c4ccccc4)CC3)c2)cc1,0.4
CC(C)(C)c1ccc(/C=C2\SC(=O)N(CCNC(=O)c3cccc(S(=O)(=O)N4CCOCC4)c3)C2=O)cc1,6.9
CC(=O)Nc1cccc(-c2csc(Nc3ccc(C)cn3)n2)c1,0.5

# Exported field by field: part of the list above.
molecule: O=C(OCc1cc(=O)n2cc(Br)ccc2n1)c1ccc(Cl)c(S(=O)(=O)NCc2ccccc2)c1
  Dengue inhibitors: 2.3

molecule: COc1cc(NC(=S)NCc2ccco2)cc(OC)c1OC
  Dengue inhibitors: 0.1

# Further results
SMILES,Dengue inhibitors
COc1ccc(N(CC(=O)Nc2cccc([N+](=O)[O-])c2C)S(C)(=O)=O)cc1OC,i
O=C(C(=O)N1CC=C(c2ccccc2)CC1)c1c[nH]c2ccccc12,2.2
Cc1ccc2[nH]c3c(c2c1)CCCC3C(N)=O (stereo not drawn),i
N#C/C(=C\c1ccc(OC(=O)c2ccc(Br)s2)cc1)c1nc2ccccc2[nH]1,8.0
COc1ccc(C(=O)NC(=S)Nc2ccccc2N2CCOCC2)cc1Br,4.9
COc1ccc(S(=O)(=O)Nc2ccccc2OC)cc1NC(=O)c1cc2ccccc2oc1=O,0.5
COc1cc(/C(C)=N/Nc2ccc(C(=O)O)cc2)cc(OC)c1OC,i
CCOC(=O)c1cnc2c(C)c(C)ccc2c1Nc1ccc(S(=O)(=O)Nc2ncccn2)cc1,i
Cc1ncc([N+](=O)[O-])n1CCOC(=O)c1cc(Cl)cc(Cl)c1N,i
O=C(CN1CCc2ccccc21)NCc1ccccc1Cl,i
Cc1ccccc1NC(=S)NCC(c1cccnc1)N(C)C (stereo not drawn),i
O=C(NC(=S)Nc1ccc(NC(=O)c2cccs2)cc1)c1cc2ccccc2o1,5.4
CC(=O)NC(=S)Nc1ccccc1C(=O)Nc1ccccc1,0.2
CN(C)c1ccc(/C=N/NC(=O)C2COc3ccccc3O2)o1 (stereo not drawn),0.1
CCN(CC)c1ccc([N+](=O)[O-])cc1C(=O)O,0.1
Cc1cc(C)c2c(c1)cc(C)c1nnc(SCC(=O)Nc3ccccc3N3CCOCC3)n12,i
O=C(Cc1ccc([N+](=O)[O-])cc1)NCc1ccc2c(c1)OCO2,i
O=C(CCN1C(=O)c2ccccc2C1=O)C1=NN[C@@H]2C(=O)N(c3cccc(Cl)c3)C(=O)[C@H]12,1.1
C=CCc1ccc(OCCCCNC(C)CC)c(OC)c1 (stereo not drawn),i
Cc1ccc(C)c(NC(=O)C(Sc2nnc(-c3cccs3)o2)c2ccccc2)c1 (stereo not drawn),3.8
CC(=O)Nc1sc(/C(C#N)=C\c2cccc(Cl)c2)nc1-c1ccc(C)cc1,8.5
O=C(CSc1cccc[n+]1[O-])Nc1cc(S(=O)(=O)N2CCOCC2)ccc1Cl,i
Cc1cs/c(=N\N=C\c2ccccc2)n1Cc1ccco1,i
CC(C)C(=O)NC(=S)Nc1sc2c(c1C(N)=O)CCCC2,i
Cc1cc(C(=O)CN2C(=O)NC(C)(CC(C)C)C2=O)c(C)n1-c1ccc2c(c1)OCO2 (stereo not drawn),11

# Ordered by length of the SMILES (ascending): part of the list above
SMILES,Dengue inhibitors
Cc1ccccc1NC(=S)NCC(c1cccnc1)N(C)C (stereo not drawn),i
CC(C)C(=O)NC(=S)Nc1sc2c(c1C(N)=O)CCCC2,i
O=C(Cc1ccc([N+](=O)[O-])cc1)NCc1ccc2c(c1)OCO2,i
Cc1ncc([N+](=O)[O-])n1CCOC(=O)c1cc(Cl)cc(Cl)c1N,i
Cc1cc(C(=O)CN2C(=O)NC(C)(CC(C)C)C2=O)c(C)n1-c1ccc2c(c1)OCO2 (stereo not drawn),11
O=C(CCN1C(=O)c2ccccc2C1=O)C1=NN[C@@H]2C(=O)N(c3cccc(Cl)c3)C(=O)[C@H]12,1.1

# Carrying on.
SMILES,Dengue inhibitors
N#CC(C#N)=C1C=CC=CN1/C(=C\c1ccccc1Cl)C(=O)c1ccccc1,1.0
O=C(Nc1ccc2c(c1)OCO2)c1ccc2c(c1)OCO2,0.0
COc1cc(C(=O)Nc2nc(-c3cc(C)ccc3C)c(C)s2)ccc1OCC(=O)Nc1ccc(F)cc1,14*
CCOC(=O)N1CCC(N(CCN(C)C)C(=S)Nc2ccccc2C)CC1,i
CC1CN(C(=O)C(Sc2ccccc2)c2ccccc2)CC(C)O1 (stereo not drawn),i
COC(=O)c1[nH]nc(C(=O)OC(C)(C)C)c1-c1ccccc1,0.1
Cc1ccc(N2C(=O)C3C(C2=O)N2C(c4cccs4)C4C(=O)N(c5ccc(C)cc5)C(=O)C4N2C3c2cccs2)cc1 (stereo not drawn),i
CCN(CC)S(=O)(=O)c1ccc(N2CCCC2)c(NS(=O)(=O)c2ccc(F)cc2)c1,0.6
Cc1ccc(-n2c(SCC(=O)Nc3cccc(S(=O)(=O)NC4=NCCCCC4)c3)nc3ccccc3c2=O)cc1C,i
CS(=O)(=O)N(CC(=O)Nc1ccc(F)c(F)c1)c1cccc([N+](=O)[O-])c1,i
CCCCC(O)(CCCC)C(=O)NN(C(=O)CCl)c1ccccc1,i
COc1ccc(O[C@@H]2O[C@H](COC(C)=O)[C@@H](OC(C)=O)[C@H](OC(C)=O)[C@H]2NC(C)=O)cc1,0.6
CCCc1nc2c(c(=O)c3ccccc3n2C)c(=O)n1C1CCCCCC1,i
COC(=O)Cc1ccc(NC(C)=O)cc1,i
COc1ccc(C(=O)NCC(=O)NCC(c2ccco2)N(C)C)cc1OC (stereo not drawn),i
O=C(O)c1ccccc1C(=O)Nc1ccc(-c2csc(-c3ccccc3)n2)cc1,0.6
O=C(COc1ccc(Cc2ccccc2)cc1)c1ccc(F)cc1,1.6
Clc1nc(-c2ccccc2)cc(-c2ccccc2)n1,i
CCCCOc1ccc(-c2csc(N)n2)cc1[N+](=O)[O-],2.3
O=C(Nc1ccc(Br)cc1)c1cccc(N2C(=O)C3C4CCC(C4)C3C2=O)c1 (stereo not drawn),0.9
O=[N+]([O-])c1ccc(-c2nnc(-c3ccccc3)c(NCCCO)n2)cc1,i
Nc1c(C(=O)c2ccc(Cl)cc2)oc2ccccc12,3.2
CCOC(=O)N1CCN(CCC(=O)Nc2cc([N+](=O)[O-])ccc2OC)CC1,i
CCCCN1CC[C@H]2C=CC[C@@H](C(=O)N3CCOCC3)[C@H]2C1=O,0.2
CC(NC(=O)COC(=O)Cc1ccccc1[N+](=O)[O-])c1ccccc1 (stereo not drawn),i
# Going on with the list:
SMILES,Dengue inhibitors
Cc1cc(C(=O)CSc2nnc(-c3ccc4c(c3)OCO4)o2)c(C)n1-c1ccc(F)cc1,i
O=C(NCc1ccc(F)cc1)c1ccc(N2CCc3ccccc32)c([N+](=O)[O-])c1,0.3
Cn1cc(Br)c(C(=O)NNC(=O)c2ccc(Cl)cc2)n1,1.6
O=C(/C=C/Nc1ccc(Cc2ccc(N/C=C/C(=O)C(F)(F)F)cc2)cc1)C(F)(F)F,0.2
CCOC(=O)/C(C#N)=N/Nc1ccc(S(=O)(=O)N2CCc3ccccc32)cc1,0.5
C/C(=N\NC(=S)NC(C)C)c1ccc2c(c1)OCCO2,0.7
COC(=O)[C@]1(Cc2ccccc2)N[C@H](c2ccc(SC3CCCCC3)c(OC)c2)[C@@H]2C(=O)N(C)C(=O)[C@@H]21,9.6
Cc1ccc([N+](=O)[O-])cc1NC(=O)C1CCN(S(C)(=O)=O)CC1,i
CCc1cccc(C)c1NC(=O)Cn1c(NCCO)nc2ccccc21,0.5
CCN(CC)C(=S)Nc1ccc([N+](=O)[O-])cc1,i
CC12COC3(C(=O)Nc4ccc(Cl)cc4)CC1CCC32C (stereo not drawn),3.3
CCOC(=O)C(Cc1ccccc1)C(=O)Nc1cccc2ccccc12 (stereo not drawn),0.2
O=S(=O)(NC1CCCCC1Nc1ccc(Cl)cc1)c1ccccc1 (stereo not drawn),12*
O=C1c2cccc3cccc(c23)C(=O)N1CC1CCN(S(=O)(=O)c2ccc(F)cc2)CC1,0.1
CN(c1ccccc1C(=O)Nc1cccc([N+](=O)[O-])c1)S(C)(=O)=O,i
Cc1cc(C)cc(NC(=S)NCCCO)c1,0.1
O=C(Cc1ccc(Cl)cc1)Nc1cccc(S(=O)(=O)Nc2ccccc2F)c1,0.3
O=[N+]([O-])c1cccc(C(=Nc2ccccc2)NO)c1,0.2
CCOc1cccc(OCCCOc2cccc3cccnc23)c1,0.0
Cc1ccc(/C=C2/NC(=O)N(Cc3ccccc3F)C2=O)o1,7.5
O=C(NCCc1c[nH]c2ccccc12)C(=O)NCC1OCCCN1S(=O)(=O)c1ccc(F)cc1 (stereo not drawn),i
COc1ccc2[nH]c(N=Nc3ccccc3C)c(O)c2c1,0.4
CC1(C)C(=O)OC(C(=O)c2ccccc2)C2(CCCCC2)C1=O (stereo not drawn),i
CCOC(=O)c1cccc(S(=O)(=O)N2CCCC2)c1,0.1

# A section from the list above, as a working copy:
SMILES,Dengue inhibitors
COc1ccc2[nH]c(N=Nc3ccccc3C)c(O)c2c1,0.4
CC1(C)C(=O)OC(C(=O)c2ccccc2)C2(CCCCC2)C1=O (stereo not drawn),i
CCOC(=O)c1cccc(S(=O)(=O)N2CCCC2)c1,0.1

# Given with bars between the fields: entries from further up
SMILES | Dengue inhibitors
Cc1cc(C(=O)CN2C(=O)NC(C)(CC(C)C)C2=O)c(C)n1-c1ccc2c(c1)OCO2 (stereo not drawn) | 11
N#CC(C#N)=C1C=CC=CN1/C(=C\c1ccccc1Cl)C(=O)c1ccccc1 | 1.0

# Source: PubChem

# These rows are one share of the data; rates above refer to the full screens.
